MEP2-GFP yeast: alters MEP2-GFP fluorescence in TOR pathway yeast screen; GFP response vs DMSO, % at 10 µM; S. cerevisiae MEP2-GFP strain, flow cytometry GFP, 3 h; 100% = DMSO control level; 0.51% of 330,000 active;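 active = GFP response versus DMSO above a set limit, roughly screen mean plus 3 SD, cut at about 180% in these data; inconclusive = fewer than 70 cells counted for a yeast strain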;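 also: median GFP fluorescence of the barcode-gated MEP2-GFP cells per well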
AHR activator: activators of human aryl hydrocarbon receptor | AID 2796 | 2.5% of 320,000 active | AHR-responsive luciferase reporter cells, luminescence | activation, % at 5 µM; in the data active = activation above about 47%;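 also: 0% = vehicle wells and 100% = reference agonist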
Target sequence (P35869 whole entry, looked up): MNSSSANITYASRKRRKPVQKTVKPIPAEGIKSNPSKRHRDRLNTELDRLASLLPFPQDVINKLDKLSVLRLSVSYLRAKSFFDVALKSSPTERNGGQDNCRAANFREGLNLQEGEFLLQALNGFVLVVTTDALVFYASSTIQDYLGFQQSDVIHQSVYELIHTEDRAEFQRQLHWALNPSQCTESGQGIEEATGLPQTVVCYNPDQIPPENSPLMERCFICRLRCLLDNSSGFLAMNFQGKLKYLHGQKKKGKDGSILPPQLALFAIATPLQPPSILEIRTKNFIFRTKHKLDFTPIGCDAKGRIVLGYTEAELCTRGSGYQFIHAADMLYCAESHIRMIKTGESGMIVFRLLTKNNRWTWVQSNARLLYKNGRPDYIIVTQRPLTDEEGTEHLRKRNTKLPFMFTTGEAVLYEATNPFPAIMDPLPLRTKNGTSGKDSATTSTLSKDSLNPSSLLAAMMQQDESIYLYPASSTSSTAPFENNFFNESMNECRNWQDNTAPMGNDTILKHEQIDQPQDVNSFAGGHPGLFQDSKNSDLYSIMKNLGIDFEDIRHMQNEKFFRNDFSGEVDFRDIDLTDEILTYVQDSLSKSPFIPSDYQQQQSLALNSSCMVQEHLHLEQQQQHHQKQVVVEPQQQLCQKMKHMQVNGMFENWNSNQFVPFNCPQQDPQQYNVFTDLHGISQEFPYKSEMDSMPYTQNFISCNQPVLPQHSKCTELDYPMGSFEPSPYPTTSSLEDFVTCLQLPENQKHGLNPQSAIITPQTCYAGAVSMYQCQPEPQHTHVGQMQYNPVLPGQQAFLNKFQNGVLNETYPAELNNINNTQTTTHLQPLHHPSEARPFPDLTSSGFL
AGP1-GFP MLPCN: modulators of TOR pathway AGP1-GFP in S. cerevisiae; GFP response vs DMSO, % at 10 µM; 0.02% of 320,000 active; AID 2066; S. cerevisiae AGP1-GFP multiplex flow cytometry, 3 h; GFP as percent of DMSO wells;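 active = GFP response relative to DMSO above a set limit, near screen average plus 3 SD, cut at about 150% in these data; inconclusive = fewer than 70 cells counted for the yeast strain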;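 also: median GFP channel fluorescence of the gated AGP1 strain per well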
RPL19A-GFP yeast: yeast TOR pathway RPL19A-GFP modulation | AID 2025 | S. cerevisiae RPL19A-GFP strain, flow cytometry, 3 h; active compounds read low | percent response vs DMSO, % at 10 µM | 0.3% of 330,000 active;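 active = percent response vs DMSO below 50%; inconclusive = fewer than 70 events counted for the yeast strain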;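 also: median channel GFP fluorescence of the barcoded RPL19A-GFP strain; ratio of sample median GFP to plate DMSO average so 100% = DMSO; lower means less RPL19A-GFP as with rapamycin TOR inhibition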
LAP4-GFP MLPCN: yeast TOR pathway LAP4-GFP modulation; 0.34% of 320,000 active; GFP response vs DMSO, % at 10 µM; AID 2023; S. cerevisiae LAP4-GFP multiplex, flow cytometry GFP, 3 h; median GFP as percent of DMSO wells;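 active = GFP response vs DMSO above a set limit, about the screen mean plus 3 SD, cut at about 150% in these data; inconclusive = under 70 cell events counted for the yeast strain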
CIT2-GFP yeast: yeast TOR pathway CIT2-GFP modulation; S. cerevisiae CIT2-GFP strain, flow cytometry, 3 h; 100 means same as DMSO wells; GFP response vs DMSO, % at 10 µM; 0.065% of 320,000 active; AID 2029;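 active = GFP response relative to DMSO above a set limit, near the screen mean plus 3 SD, cut at about 150% in these data; inconclusive = Fewer than 70 cells measured for a yeast strain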;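 also: ratio of well median GFP fluorescence to mean of DMSO wells on the plate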
Efflux pump inh: antifungal efflux pump inhibition, Nile Red retention. S. cerevisiae Candida pump triplex. inhibition, % at 10 µM. 0.44% of 330,000 active. AID 485275;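 active = plate passing quality check with inhibition over a set limit, or well fluorescence over plate mean plus 4 SD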;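 also: Nile Red retained in pooled yeast measured as flow cytometry median fluorescence; 0% = buffer negative control and 100% = Enniatin B positive control; higher means more Nile Red kept so more efflux inhibition; some compounds called inactive have numbers as strong as hits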
Yeast superoxide: caloric restriction mimetics inhibiting age-related superoxide in yeast. AID 2690. superoxide response (% of plate mean), % at 10 µM. S. cerevisiae aged cells, superoxide DHE fluorescence; active compounds read low. 0.18% of 330,000 active;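 active = superoxide response under a set limit, about three screen SD below normal, cut at about 65% in these data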;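 also: yeast aged for seven days with compound at 30 °C before DHE staining; 100% = average MFI of all compound-treated wells on the plate with controls excluded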
* marks the source's active call; other numbers are inactive results; u = inconclusive; x = no result given; [ ] = remark or other dose.

Compound	MEP2-GFP yeast	AHR activator	AGP1-GFP MLPCN	RPL19A-GFP yeast	LAP4-GFP MLPCN	CIT2-GFP yeast	Efflux pump inh	Yeast superoxide
COC(=O)CSc1nc(NC(C)(C)C)nc(N(C)C)n1	96	1	100	98	108	95	0.0	91
O=C(COC(=O)C1(c2ccc(F)cc2)CCCC1)N1CCNC1=O	95	0	101	98	99	94	-0.2	80
CCCCOc1ccccc1NC(=O)CC1SC(=NCC)N(CC)C1=O (configuration not stated)	98	0	93	97	102	97	0.0	98
COC(=O)c1ccc(N2CCOCC2)c(NC(=O)Nc2cccc(OC)c2)c1	91	-1	97	103	94	86	0.2	99
c1ccc(CSc2nnc(-c3ccco3)o2)cc1	87	3	91	99	113	76	0.6	98
O=C(COc1cccc2cccnc12)NNC(=S)Nc1ccccc1	107	3	100	97	94	101	-0.1	102
Cc1cc(=O)[nH]c(SCC(=O)O)c1C#N	122	0	107	105	108	107	-0.1	97
COC(=O)N/N=C\c1ccccc1OC/C=C/c1ccccc1	104	x	92	115	85	87	0.0	86
Nc1nc(-c2ccc(Oc3ccccc3)cc2)c(CC(=O)O)s1	102	x	94	104	88	96	0.1	105
Cc1ccc(S(=O)(=O)NC(C(=O)OCC(=O)NC(=O)c2cccn2C)C(C)C)cc1 (configuration not stated)	98	11	99	96	98	102	0.1	97
Cc1ccc(C(=O)N2CCC(n3nccc3NC(=O)C3CCOC3)CC2)cc1 (configuration not stated)	97	-2	101	97	105	90	-3.0	109
O=C(c1ccncc1)c1ccc(NS(=O)(=O)c2ccc(Br)s2)cc1	110	0	107	101	106	106	-0.1	105
COc1cc(SC)ccc1C(=O)Nc1ccccc1C#N	98	40	106	101	106	90	0.1	100
O=C(Cc1ccccn1)c1ccc(F)cc1	96	2	94	108	103	96	-0.2	99
O=C(Cc1ccccc1)NCC(=O)OCc1ccccc1F	100	-6	90	98	91	87	0.2	107

A second format for part of the listing above.
The line under a structure holds: MEP2-GFP yeast	AHR activator	AGP1-GFP MLPCN	RPL19A-GFP yeast	LAP4-GFP MLPCN	CIT2-GFP yeast	Efflux pump inh	Yeast superoxide
c1ccc(CSc2nnc(-c3ccco3)o2)cc1
→ 87	3	91	99	113	76	0.6	98
O=C(COc1cccc2cccnc12)NNC(=S)Nc1ccccc1
→ 107	3	100	97	94	101	-0.1	102
O=C(Cc1ccccn1)c1ccc(F)cc1
→ 96	2	94	108	103	96	-0.2	99
Cc1cc(=O)[nH]c(SCC(=O)O)c1C#N
→ 122	0	107	105	108	107	-0.1	97
O=C(COC(=O)C1(c2ccc(F)cc2)CCCC1)N1CCNC1=O
→ 95	0	101	98	99	94	-0.2	80
COC(=O)N/N=C\c1ccccc1OC/C=C/c1ccccc1
→ 104	x	92	115	85	87	0.0	86

The listing picks up; the three compounds before the break are reprinted first.
Compound	MEP2-GFP yeast	AHR activator	AGP1-GFP MLPCN	RPL19A-GFP yeast	LAP4-GFP MLPCN	CIT2-GFP yeast	Efflux pump inh	Yeast superoxide
COc1cc(SC)ccc1C(=O)Nc1ccccc1C#N	98	40	106	101	106	90	0.1	100
O=C(Cc1ccccn1)c1ccc(F)cc1	96	2	94	108	103	96	-0.2	99
O=C(Cc1ccccc1)NCC(=O)OCc1ccccc1F	100	-6	90	98	91	87	0.2	107
Cc1ccc(NC2=NCC(=O)N2c2ccc3c(c2)OCCO3)c(C)c1	103	3	97	100	94	100	0.0	85
O=C(Nc1ccccc1Cl)/C(Cl)=C(\Cl)S(=O)c1ccccc1 (configuration not stated)	103	-1	35	74	33	88	-0.1	112
O=C(COC(=O)c1cccnc1)Nc1cccc(Cl)c1	104	5	102	105	104	93	0.2	98
COc1cccc(CNC(=S)NC2CCCC2)c1	99	0	100	100	92	101	0.0	107
Cc1oc(-c2ccc3c(c2)OCCO3)cc1C(=O)NCC(=O)O	104	3	106	99	99	103	-0.3	77
Cc1cccc([C@@H]2[C@@H]3C(=O)N(Cc4ccccc4)C(=O)[C@@H]3[C@]3(Cc4ccc(Cl)cc4)C(=O)N(c4ccccc4)C(=O)N23)c1	98	0	84	99	129	76	-0.1	104
O=CN(/C=C1\Sc2ccccc2C1=O)Cc1ccccc1	108	13	98	102	94	106	-0.1	125
Cc1[nH]ccc(=O)c1Oc1ncc(C(F)(F)F)cc1Cl	108	0	101	103	97	104	0.0	79
COc1ccc(NCc2nnc(SCC(=O)Nc3cc(C)cc(C)c3)o2)cc1	102	9	100	99	102	103	0.0	94
C=CCNC(=S)N1CCC(C(=O)c2ccc3c(c2)OCCO3)CC1	112	4	103	101	86	113	-0.1	125
COC(=O)c1ccc(-c2ncc(-c3cccc4ccccc34)o2)cc1	105	22	102	101	111	100	0.2	113
Cn1c(SCC(=O)NC2CCCC2)nnc1-c1cccs1	103	-3	107	105	100	105	0.0	87
CCc1cccc(NC(=O)c2sc3nc4n(c(=O)c3c2C)CCC4)c1	104	2	102	96	109	98	-0.1	97
CCOc1ccc(-n2c(N)c(C(=O)N3CCN(C)CC3)sc2=S)cc1	104	-2	99	101	96	97	0.0	102
C/C(=N\NC(=O)C(N)=O)c1ccc2c(c1)OCCO2	97	3	98	94	99	97	0.0	99
CCOC(=O)c1sc(N=NC2=C(O)CC(C)(C)CC2=O)c(C(=O)OCC)c1C	78	-2	91	94	94	87	0.0	109
O=C(CCc1cnccn1)NC1CCCc2c1cnn2-c1ccc(F)cc1F (configuration not stated)	103	4	105	106	102	108	-0.1	87
Cc1c(C(=O)N2CCOCC2)sc(NC(=O)CCl)c1C#N	100	1	94	103	91	104	-0.1	131
O=C(Nc1ccc(Cl)cn1)Nc1ccccc1Cl	100	5	92	98	97	105	-0.1	113
CCN(CC)c1cc(C)c2cc(NC(=O)CNC(C)=O)ccc2n1	94	1	105	100	98	104	0.0	89
CNC(=O)c1oc(-c2ccc(Cl)cc2)nc1C	90	-2	93	98	117	86	0.1	107
Cn1cccc1C(=O)NC(=O)COC(=O)CC12CC3CC(CC(Br)(C3)C1)C2	98	5	95	100	94	110	0.1	79
O=C(Cc1ccc(Cl)cc1Cl)NC1CCCCCC1	101	-2	111	103	103	97	-0.1	86
Cc1c(NC(=O)c2ccc3nsnc3c2)cccc1[N+](=O)[O-]	95	52*	98	99	100	93	0.0	92
C=CCn1c(COc2cc(C)ccc2C(C)C)nnc1SCC(=O)c1c(N)n(C)c(=O)n(C)c1=O	103	0	97	101	85	103	0.0	116
CCc1ccc(NC(=O)c2cnc(N3CCN(c4ccccn4)CC3)c3ccccc23)cc1	102	16	102	97	103	100	0.0	94
Cc1nc2ccccc2c2oc(C(=O)NC3CC3)cc12	97	65*	102	98	100	110	-0.1	85
CCn1c(=O)cc(SCC(=O)N2CCN(C(=O)c3ccco3)CC2)c2ccccc21	94	11	105	99	104	103	0.0	123
CC(=O)Nc1ccc(S(=O)(=O)N2c3ccc(F)cc3CCC2C)cc1 (configuration not stated)	112	0	104	101	110	100	0.0	120
Cc1ccc(NNC(=O)c2c(C)noc2C)cc1Cl	94	2	101	97	95	96	0.0	88
Cc1cccc(N2C(=O)SC(N(CC(=O)O)c3cccc(C)c3)C2=O)c1 (configuration not stated)	104	6	98	95	105	96	-0.2	110
CCOC(=O)C1CCN(C(=O)C(CC)c2ccccc2)CC1 (configuration not stated)	98	0	100	103	87	102	-0.1	96
COc1ccccc1N1CCN(C(=O)c2ccc(Br)o2)CC1	99	6	92	97	102	99	0.0	96
O=C(O)Cc1sc(-c2ccccc2)nc1-c1cccs1	102	3	95	97	98	83	-0.1	109
N#C/C(=C\c1ccc(Sc2ccccc2)o1)c1nc2ccccc2[nH]1	99	145*	96	99	100	98	0.0	98
Cc1nc(C)c(-c2csc(NCc3ccccc3)n2)s1	97	-1	95	95	106	92	-0.2	109
Cc1cc(-c2ccccc2)nc(N/N=C/c2cccnc2)n1	66	3	81	93	107	90	0.0	96
Cc1ccc(N(C(=O)CNC(=O)c2ccco2)C(C(=O)NC2CCCC2)c2cccnc2)cc1F (configuration not stated)	103	-2	107	101	101	97	0.1	93
CCCC(C(=O)NCc1ccco1)N(C(=O)CNS(=O)(=O)c1ccccc1)c1ccc(OC)cc1 (configuration not stated)	103	-1	107	99	106	105	0.0	108
CCC(Oc1ccc(C)cc1)C(=O)Nc1ccccc1C(=O)N1CCOCC1 (configuration not stated)	109	-1	107	109	96	113	0.0	99
CCn1nnc2cc(C(=O)NCC(c3ccccc3OC)N(C)C)ccc21 (configuration not stated)	174[may fluoresce violet]	8	u	46*[may fluoresce violet]	85[may fluoresce violet]	u	-0.3	90
Cc1c(C(=O)O)cccc1-c1ccc(/C=N/n2cnnc2)o1	103	2	117	100	119	117	-0.1	93
N=c1n(CC(=O)c2cccc([N+](=O)[O-])c2)c2ccccc2n1Cc1ccccc1	104	24	97	103	100	105	0.0	106
Cc1ccc(N=C/C(C(=O)C(F)(F)F)=C(\O)c2cccs2)cc1	98	22	98	95	97	94	0.0	103
